# GLP1R ag = GLP-1 receptor (human) agonism; HEK293 GLP-1R CRE-luciferase, luminescence, 4-6 h; cells express a hypersensitive GLP-1R form; 380,000 compounds, 0.007% hits; Potency, µM (series often up to 45.6 µM), inactives show top-dose activation, usual class: activators; AID 624172; also: potency is read from the fitted curve at half-maximal effect; % of control where 0% means no effect
# Target sequence (P43220 whole entry, looked up): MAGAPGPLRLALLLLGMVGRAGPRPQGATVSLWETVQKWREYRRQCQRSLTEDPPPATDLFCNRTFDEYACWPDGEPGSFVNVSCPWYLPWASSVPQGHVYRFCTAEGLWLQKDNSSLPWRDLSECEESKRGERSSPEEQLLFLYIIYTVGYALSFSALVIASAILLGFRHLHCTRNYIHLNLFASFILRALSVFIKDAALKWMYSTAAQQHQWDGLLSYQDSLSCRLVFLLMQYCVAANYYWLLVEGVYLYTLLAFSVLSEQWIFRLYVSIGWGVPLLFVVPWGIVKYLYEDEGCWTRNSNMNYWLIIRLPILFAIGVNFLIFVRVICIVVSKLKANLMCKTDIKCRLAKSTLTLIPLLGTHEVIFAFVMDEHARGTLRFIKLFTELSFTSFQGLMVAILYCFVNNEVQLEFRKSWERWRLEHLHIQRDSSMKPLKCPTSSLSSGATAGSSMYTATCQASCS
# aSyn rescue = alpha-synuclein toxicity inhibition in yeast; Yeast expressing alpha-synuclein, growth rescue, BacTiter-Glo, 24 h; Potency, µM (doses to about 46.1 µM), for the others: at the top dose growth rescue (activation), actives largely listed as activators; 370,000 compounds, 0.14% hits; also: potency is read from the fitted curve at half-maximal effect; % of control where 0% means no effect; nearly all actives have a fitted effect of over 65% in size
#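 Readout is rescue of growth in alpha-synuclein-expressing yeast, so inhibitors of toxicity appear as activators. Growth after 24 hr at 30 deg C in galactose medium is quantified by luminescence.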
# PTHR1 ag = PTHR1 (human) receptor agonism. HEK293 GP2 PTHR1 cells, GloSensor cAMP luminescence, 1 h. Potency, µM (top dose mostly 115 µM), without a hit: at the top dose activation, usual class: activators. 410,000 compounds, 0.075% hits; also: potency is read from the fitted curve at half-maximal effect; nearly all actives have a fitted effect of over 55% in size; some results filed as inactive show a strong effect at the top dose; inactives centre near -15; many of its hits are not listed in these tables
# Target sequence (Q03431 whole entry, looked up): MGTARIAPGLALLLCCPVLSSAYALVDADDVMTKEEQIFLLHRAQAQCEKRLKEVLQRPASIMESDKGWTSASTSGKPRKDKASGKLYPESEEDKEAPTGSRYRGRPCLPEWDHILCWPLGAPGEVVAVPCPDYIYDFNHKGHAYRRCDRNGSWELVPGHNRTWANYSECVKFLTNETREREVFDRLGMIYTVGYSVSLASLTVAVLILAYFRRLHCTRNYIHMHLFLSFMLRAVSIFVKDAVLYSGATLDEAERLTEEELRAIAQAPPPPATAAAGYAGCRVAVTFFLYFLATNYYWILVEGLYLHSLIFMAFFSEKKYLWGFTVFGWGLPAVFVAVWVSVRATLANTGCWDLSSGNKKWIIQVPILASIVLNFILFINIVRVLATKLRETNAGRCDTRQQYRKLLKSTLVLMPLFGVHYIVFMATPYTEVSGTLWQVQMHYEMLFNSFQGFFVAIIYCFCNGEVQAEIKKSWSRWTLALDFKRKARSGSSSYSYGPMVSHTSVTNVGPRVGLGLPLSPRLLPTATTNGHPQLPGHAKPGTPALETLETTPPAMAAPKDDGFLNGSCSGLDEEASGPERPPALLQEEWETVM
#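 HEK-293-derived GP2 cells expressing PTHR1 and a GloSensor cAMP reporter, 3,000/well, plated overnight, given luciferin plus IBMX (each 0.5 mM as added) for 1 h at 37 °C, then compound for 1 h at 37 °C. Luminescence was read after 15 min at room temperature.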
# D3 antag = antagonists of human D3 dopamine receptor; P35462; D3R cells, DiscoveRx beta-arrestin luminescence, antagonist mode; active compounds read low; max response, negative = inhibition, %; 360,000 compounds, 2.5% hits; AID 652054; in the data active = max response below about -50%; inconclusive = no clear call, values can overlap the other calls; also: % is scaled to controls: 0 for no effect and ±100 for the full control effect; mostly tested at two doses, the higher about 12 µM
#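 Cells expressing the human receptor were seeded at 1500 cells/well, incubated overnight at 37 degrees C in 5% CO2, then exposed to library compounds with dopamine controls for 90 minutes at 37 degrees C before luminescent detection.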
# DRD3 agonist = agonists of human D3 dopamine receptor; max activation, %; P35462; D3R DiscoveRx beta-arrestin cells, luminescence, 90 min; 410,000 compounds, 0.58% hits; in the data active = max activation above about 30%; also: 0% is about no effect; mostly tested at two doses, the higher about 12 µM
#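 Cells at 1500/well, incubated overnight, then treated with pinned compounds (dopamine as control) for 90 min at 37 degrees C. DiscoveRx reagent added for 30 - 60 minutes at room temperature; luminescence read.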
# GLP-1R inv ag = GLP-1 receptor (human) inverse agonism | P43220 | HEK293 GLP-1R CRE-luciferase, luminescence, 24 h; GLP-1R form is constitutively active | Potency, µM (top dose mostly 38.3 µM), inactives show at the top dose activity change, negative = inhibition, actives largely listed as inhibitors | 410,000 compounds, 1.6% hits | AID 624417; also: potency is read from the fitted curve at half-maximal effect; % is scaled to controls: 0 for no effect and ±100 for the full control effect; nearly all actives have a fitted effect of over 55% in size
#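 qHTS in 1536-well format: reporter HEK293 cells expressing constitutive GLP-1R activity in DMEM + 10% Nu serum, 24 hr with compounds at 37 deg C, luminescence read after 12 min with detection reagent.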
# KB-V1 MDR tox = kills drug-selected multidrug resistant KB-V1 cells; 400,000 compounds, 3.4% hits; Potency, µM (doses to about 46.1 µM), for inactives: top-dose activity change, negative = cytotoxicity, hits mostly cytotoxic; KB-V1 MDR cells viability, CellTiter-Glo, 72 h; AID 1347076; also: potency is read from the fitted curve at half-maximal effect; % is scaled to controls: 0 for no effect and ±100 for the full control effect; nearly all actives have a fitted effect of over 60% in size
#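 Cells of the MDR subline KB-V1 are plated, dosed with compound at multiple concentrations, and incubated 72 h at 37 degrees C; CellTiter-Glo is then added and luminescence read after 10 min.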
# TDP-43 yeast inh = rescues yeast growth from TDP-43 toxicity. TDP-43 expressing yeast growth rescue, BacTiter-Glo, 24 h. Potency, µM (series often up to 46.1 µM), for the others: top-dose growth rescue (activation), usual class: activators. 410,000 compounds, 1.8% hits. AID 652104; also: potency is read from the fitted curve at half-maximal effect; % of control where 0% means no effect; nearly all actives have a fitted effect of over 50% in size
#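 Cell-based yeast growth screen: TDP-43 expression induced in galactose, inoculum OD600=0.02 after raffinose pregrowth to mid-log. Read-out BacTiter-Glo luminescence at 24 hr, 30 deg C; inhibition of toxicity seen as signal increase.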
# HEK293 tox = cytotoxicity in counter-screen for GLP-1R inverse agonists | HEK293 cAMP-luciferase reporter cells, luminescence, 24 h | Potency, µM (highest dose often 38.3 µM), for inactives: at the top dose activity change, negative = inhibition, hits mostly inhibitors | 410,000 compounds, 0.13% hits;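 also: loss of luciferase light is scored as toxicity; potency is read from the fitted curve at half-maximal effect; % is scaled to controls: 0 for no effect and ±100 for the full control effect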
#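 Compound-treated cells are incubated 24 hr at 37 deg C under 5% CO2 after a 12 hour attachment period, then luciferase detection reagent is added and luminescence is measured following 12 min at room temperature; lowered signal indicates toxicity.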
# An asterisk follows results filed as active; i = inactive; ? = inconclusive; nt = no result given; & = joins results of further samples; [ ] = remark or other dose. Unless noted, calls follow the shape of the dose curve; as a rule, active = well fitted curve in the direction sought with a large enough effect; inconclusive = small, poorly fitted or top-dose-only effect, or another doubt; inactive = no such curve, though single readings can be large; an effect the other way counts as inactive or inconclusive. The list is partial; count on the stated rates, not on these rows.
# Fields – GLP1R ag	aSyn rescue	PTHR1 ag	D3 antag	DRD3 agonist	GLP-1R inv ag	KB-V1 MDR tox	TDP-43 yeast inh	HEK293 tox
> Cc1cc(C)cc(N(CC(=O)Nc2ccc(C(F)(F)F)cc2)S(=O)(=O)c2c(C)[nH]c(=O)[nH]c2=O)c1
 : -8%	1%	-6%&-1%	13	7&7	?	0%&15%	1%&29%	6%&3%
> CC(=O)NCCc1nc2ccccc2n1Cc1ccc(Cl)cc1
 : -1%	-1%	i	16	3	-18%	5%	-5%	-5%
> CCCc1cc(N2CCCC(C(=O)Nc3ccc(OC)cc3OC)C2)n2ncnc2n1 (stereo unspecified)
 : 15%	2%	i	27	10	-1%	3.7µM*	-17%	0%
> CC(C)NC(=O)c1ccc(Cn2c(SCc3ccc(F)cc3)nc3cccnc32)cc1
 : nt	nt	-2%	nt	-5	3%	nt	-4%	3%
> Cc1ccsc1/C=N/n1c(COc2ccccc2)n[nH]c1=S
 : -2%	0%	-18%	-1	-3	6%	?	0%	-7%
> CCOC(=O)C1CCN(C(c2cccc(OC)c2)c2sc3nc(C)nn3c2O)CC1 (stereo unspecified)
 : -2%	-3%	-23%	12	-8	15%	-13%	-5%	-13%
> COc1ccccc1C(C)NCC(=O)Nc1c(F)cccc1F (stereo unspecified)
 : 4%	-1%	12%	-56*	-28	3%	-21%	-19%	18%
> O=C(Nc1ncc(Cc2cccc(Cl)c2Cl)s1)C1CCCO1 (stereo unspecified)
 : 19%	3%	-11%	-19	-17	-25%	-9%	-23%	-7%
> CCCSc1nnc(NC(=O)Cc2ccc(OC)c(OC)c2)s1
 : 8%	5%	-26%	0	0	12%	?	0%	1%
> COc1ccc(N(C(=O)c2ccn[nH]2)C(C(=O)NC2CCCC2)c2ccc(F)cc2)cc1 (stereo unspecified)
 : 6%	6%	i	-5	-3	-13%	15%	-9%	-10%
> COc1ccc(OC)c(-c2csc3nnc(SCC(=O)Nc4ccc(NC(C)=O)cc4)n23)c1
 : -1%	3%	i	?	7	0%	-22%	-8%	3%
> CCN(CC)S(=O)(=O)c1ccc(C)c(NC(=O)COC(=O)CN2C(=O)NC(C)(C)C2=O)c1
 : 10%	-4%	-4%	-22	-18	12%	-19%	18%	0%
> O=C(CNC(=O)c1sc2ccccc2c1Cl)NCc1ccc(F)cc1
 : 7%	7%	?	-6	-19	-7%	-15%	-4%	-29%
> O=C(CSc1nnc(CCc2nc3ccccc3[nH]2)n1-c1ccccc1)NCc1ccco1
 : -2%	0%	?	-19	0	11%	14%	-4%	3%
> CCN(CC)CCNC(=O)C(=O)NCC(c1cccnc1)N1CCN(c2ccccc2)CC1 (stereo unspecified)
 : nt	nt	?	nt	8	12%	6%	3%	0%
> CCOc1ccccc1CNC(=O)c1nn(C)c2c1CS(=O)(=O)c1ccccc1-2
 : 3%	0%	-13%	-23	14&2	-21%&-14%	-12%&-6%	19%&30%	-12%&16%
> COc1ccc(CN2C(=O)C(NC(=O)c3cccc(C)c3)(C(F)(F)F)N=C2c2ccccc2)cc1 (stereo unspecified)
 : -3%	nt	-8%	nt	4	?	12%	25%	1%
> Cc1ccc(S(=O)(=O)N2CCCC2=O)c(C)c1N(C)S(C)(=O)=O
 : -1%	3%	-20%	3	7	13%	?	-9%	-2%
> O=C(NCCCCc1ccccc1)Nc1ccc(F)cc1
 : 6%	-12%	i	-2	-1	?	0%	-2%	-18%
> CCCCC(=O)Nc1ccc2c(c1)nc(CCN1CCN(C)CC1)n2C
 : 8%	-1%	-7%	6	0	-6%	11%	3%	-21%
> CC(C)Oc1ccc(CNC(=O)C2CCN(C(=O)N3CCOc4ccccc43)CC2)cc1
 : 9%	2%	-37%[inhibitor]	3	-1	?	-12%	15%	2%
> O=C1NC(NS(=O)(=O)c2ccc(Cl)cc2)(C(F)(F)F)C(=O)N1CCc1ccccc1 (stereo unspecified)
 : 3%	-1%	?	-6	6	?	8%	-19%	-1%
> CCN(CC)CC(=O)NCc1cc(-c2ccc(OC)cc2)no1
 : -7%	5%	i	-4	-11	-19%	-19%	10%	79%[activator]
> C[C@H](CO)N1C[C@H](C)[C@@H](CN(C)C(=O)Nc2ccc3c(c2)OCO3)Oc2c(NS(=O)(=O)c3ccc(F)cc3)cccc2C1=O
 : -1%	0%	-5%	2	-2	12%	19%	-8%	-4%
> CC1=C(C#N)C(/C=N/OCc2ccc(Cl)cc2)CC(=O)N1 (stereo unspecified)
 : 7%	8%	-28%	6	1	37%[activator]	?	0%	2%
> Cc1nn(C(=O)CCC(=O)NCc2ccc(OC(C)C)cc2)c2ccccc12
 : 7%	0%	i	4	-12	-11%	16%	4%	4%
> CCOC(=O)C1=C(C)Nc2nc(=S)[nH]n2C1c1ccc(Cl)cc1 (stereo unspecified)
 : -3%	?	-77%[inhibitor]	-5	-16	39%	1%	22µM*	0%
> CCCSc1ncc(Cl)c(C(=O)Nc2c(C(=O)Nc3ccccc3)oc3ccccc23)n1
 : nt	nt	-8%	nt	3	2%	nt	?	9%
> CCn1c(SCC(=O)Nc2ccccc2C(=O)OC)nnc1-c1ccoc1C
 : 0%	0%	i	46	-8	-25%	-25%	-1%	6%
> C[C@@H](C(=O)Nc1ccc2ccccc2c1)[C@@H]1C[C@@]1(C)[C@@H](NC(=O)OCc1ccccc1)c1ccccc1
 : 2%	13%	i	12	10	?	-21%	26%	0%
> O=C(Nc1cc(Cl)cc(Cl)c1)N[C@@H]1CC[C@@H](CCNS(=O)(=O)c2cccc(F)c2)O[C@@H]1CO
 : nt	-1%	-48%[inhibitor]	-7	-9	?	7%	19%	-16%
> O=S(=O)(Nc1cccc(S(=O)(=O)N2CCCC2)c1)c1ccc(Cl)s1
 : -7%	1%	0%	21	0	-20%	-6%	11%	0%
> COc1ccc2c(c1)OC[C@H]1[C@H]2N2C(=O)CN(Cc3ccccc3)C(=O)[C@@]2(C)[C@H]1c1ccccc1
 : -2%	17%	-8%	-21	0	?	-25%	-1%	-2%
> O=C1/C(=C/c2ccncc2)SC(=S)N1C1CCCCC1
 : -8%	-6%	-3%	5	0	8%	19%	3%	-21%
> CCc1ccc(C(=O)N2CCCN(C)CC2)s1
 : 0%	2%	i	5	-7	-26%	-5%	-4%	8%
> CC1(C)CC(=O)c2cc(C(=O)Nc3ccc(Cl)cc3)c(=O)[nH]c2C1
 : nt	nt	-20%	nt	4	9%	1%	23%	-1%
> COc1ccc(Cl)cc1NC(=O)Cn1c(=O)n(Cc2ccco2)c(=O)c2cccnc21
 : nt	nt	-31%[inhibitor]	nt	-10	-11%	-4%	5%	-11%
> O=C(/C=C/c1ccc([N+](=O)[O-])cc1)Nc1cccc(C(=O)Nc2ccccc2C(=O)O)c1
 : 2%	1%	-3%	99	14	14%	-4%	13%	-3%
> CCC(CC)c1nnc(NC(=O)c2nc3nc(C)cc(C)n3n2)s1
 : -1%	8%	24%[57.5 µM]	-2	-2	8%	0%	-7%	59%
> C=CCNc1nc(NCCCN2CCCC2=O)c2sc(-c3ccccc3)cc2n1
 : 6%	9%	-25%	-2	-6	-28%	-25%	1%	-16%
> Cc1ccc(S(=O)(=O)n2nc(-c3ccc(Cl)cc3)nc2NCc2ccccc2)cc1
 : -8%	3%	-12%	nt	-14	1%	?	-3%	4%
> CCOC(=O)c1c(C)[nH]c(C(=O)OCC(=O)NC2(C#N)CCCCC2)c1C
 : 12%	3%	-30%	-1	-3	-12%	?	23%	-3%
> Cc1ccccc1OCC(=O)Nc1ccc2[nH]ncc2c1
 : 4%	9%	i	?	0	19%	-16%	13µM*	-1%
> Nc1c(C(=O)O)nnn1Cc1ccccc1
 : 1%	-3%	i	-12	1	7%	5%	0%	0%
> CC1=C(C(=O)NCc2ccccc2C)C2(CCCCC2)OC1=O
 : -1%	nt	-12%	nt	-3	2%	0%	29%	6%
> O=C(C1COc2ccccc2O1)N1CCN(c2ccccc2)CC1 (stereo unspecified)
 : 1%	1%	-31%[inhibitor]	16	2	-9%	-18%	25µM*	8%
> C=CCNC(=O)N1CCc2[nH]c3ccc(F)cc3c2C1
 : 6%	-1%	i	0	0	-2%	?	13%	2%
> CC(C[N+](C)(C)C)OC(=O)C1(c2ccccc2)CCCC1 (stereo unspecified)
 : -2%	0%	-24%	-12	-20	12%	19%	-6%	-9%
> O=C(CCCN1C(=O)c2cccc3cccc(c23)C1=O)N1CCN(c2ncccn2)CC1
 : 11%	8%	i	11	1	14%	16%	3%	-5%
> Cc1ccc(OCCOC(=O)Cn2nc(C)c([N+](=O)[O-])c2C)cc1
 : 15%	-5%	-30%	1	0	-7%	?	14%	-12%
> COc1ccc(CNC(=O)COC(=O)c2ccc(C(=O)c3ccccc3)cc2)cc1
 : 0%	1%	28%	-4	-5	-2%	?	-6%	3%
> Cn1cc(S(=O)(=O)NCc2ccc(Cl)cc2)c(=O)n(C)c1=O
 : 5%	0%	i	3	-19	22%	21%	0%	1%
> CCOC(=O)C1=C(COC(=O)COc2ccc(OCC)cc2)NC(=O)NC1C (stereo unspecified)
 : -3%	-1%	i	4	6	8%	12%	23%	5%
> COc1ccc(NC(=O)Cn2nnc(C(=O)NCc3ccccc3OC)c2N)cc1Cl
 : -3%	4%	-2%[57.5 µM]	34	8	7%	-1%	-3%	0%
> Cc1cccn2c(=O)c(C=Nc3ccc(Cl)cc3)c(NCCO)nc12
 : -2%	-7%	-2%[57.5 µM]	15	11	15%	13%	-7%	-2%
> Cc1sc2ncnc(NCC(O)c3ccc([N+](=O)[O-])cc3)c2c1C (stereo unspecified)
 : 15%	6%	-29%	-3	3	?	?	28%	-4%
> Cn1c(=NC(=O)C2CC2)sc2cc(F)cc(F)c21
 : 12%	9%	i	-1	1	16%	-5%	?	0%
> CCN1CCN(C(=O)c2ccc(OCC(=O)Nc3ccc(F)cc3)c(OC)c2)CC1
 : 8%	-3%	i	-17	-23	-1%	?	-2%	-8%

# High-throughput results from PubChem BioAssay.
